From PubChem BioAssay
12-hLO inh: blocks human 12-lipoxygenase activity; purified 12-hLO, xylenol orange hydroperoxide absorbance; actives 0.12% (n = 150,000); Potency, µM (highest dose often 57.1 µM), for the others: top-dose activity change, negative = inhibition, usual class: inhibitors; further: potency means the concentration at half of the fitted maximal effect; nearly all actives have a fitted effect of over 55% in size; many of its hits are not listed in these tables
Target sequence (P18054 whole entry, looked up): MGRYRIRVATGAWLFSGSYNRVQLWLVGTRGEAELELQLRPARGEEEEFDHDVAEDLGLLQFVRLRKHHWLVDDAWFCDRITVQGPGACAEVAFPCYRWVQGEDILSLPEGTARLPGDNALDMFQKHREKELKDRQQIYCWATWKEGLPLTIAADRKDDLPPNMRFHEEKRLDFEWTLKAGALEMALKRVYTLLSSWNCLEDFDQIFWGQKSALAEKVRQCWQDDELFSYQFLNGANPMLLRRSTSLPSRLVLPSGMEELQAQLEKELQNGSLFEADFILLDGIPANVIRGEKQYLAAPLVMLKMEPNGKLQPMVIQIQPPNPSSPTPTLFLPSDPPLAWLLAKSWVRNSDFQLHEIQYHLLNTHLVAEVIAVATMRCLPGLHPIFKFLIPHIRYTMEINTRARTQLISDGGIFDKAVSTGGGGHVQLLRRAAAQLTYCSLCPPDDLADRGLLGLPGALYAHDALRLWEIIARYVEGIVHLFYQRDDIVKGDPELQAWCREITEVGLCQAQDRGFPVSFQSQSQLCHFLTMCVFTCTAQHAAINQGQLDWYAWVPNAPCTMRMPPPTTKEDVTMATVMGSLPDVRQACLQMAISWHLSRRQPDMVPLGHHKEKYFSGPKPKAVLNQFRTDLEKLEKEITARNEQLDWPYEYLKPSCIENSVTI
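Hydroperoxide output read as Fe(III)-xylenol orange absorbance, 573-to-405 nm ratio, after 30 min reaction with 40 uM arachidonic acid. Enzyme: 150 nM purified human 12hLO, 15 min compound preincubation; 25 mM Hepes pH 7.0, room temperature.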
IMPase cell inh: membrane-permeable compound that blocks inositol monophosphatase; P97697; CHO-M1 cells, IP1 accumulation, HTRF TR-FRET ratio; inhibition (IP1 accumulation), % at 46.1 µM; 120,000 tested, under 10 active; active means well fitted curve in the direction sought with a large enough effect in the signal ratio, not every such curve was filed as active; inconclusive means small, poorly fitted or top-dose-only effect, or a change in a side signal; inactive means no such curve, though single readings can be large or run the other way; the % refers to the signal ratio;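 further: cells stimulated with carbachol in lithium chloride buffer; plate controls were DMSO basal wells for no effect and reference inhibitor wells for full effect; higher means more IMPase inhibition seen as more IP1 and lower FRET ratio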
Target sequence (P97697 whole entry, looked up): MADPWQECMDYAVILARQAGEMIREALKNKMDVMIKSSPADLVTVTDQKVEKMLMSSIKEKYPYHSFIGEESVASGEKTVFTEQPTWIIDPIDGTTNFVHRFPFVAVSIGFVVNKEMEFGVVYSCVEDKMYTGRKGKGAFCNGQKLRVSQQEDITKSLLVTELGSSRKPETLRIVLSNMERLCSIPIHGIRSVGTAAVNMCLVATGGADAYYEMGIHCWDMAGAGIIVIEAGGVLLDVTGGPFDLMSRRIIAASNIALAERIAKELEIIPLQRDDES
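Measured: the HTRF emission ratio (665/620 nm) plus the 620 nm donor channel, each fitted to the Hill equation to give AC50. Cells were CHO-M1 given compounds up to 46 uM and a 30 min carbachol stimulation at 37C.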
PNC inhibitor: inhibitors of perinucleolar compartment assembly | PC3M PTB-GFP, PNC prevalence imaging, 16 h; stronger effect = lower value | actives 3.1% (n = 140,000) | AID 2417 | activity change (PNC), negative = inhibition, % at 10 µM;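 active means readout at or below -70, meaning at least 70% loss of cells showing the perinucleolar compartment, a nuclear body marking cancer cells; inconclusive means readout between -30 and a set limit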;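 further: plate controls were DMSO wells for no effect and camptothecin positive control wells for full effect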
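PC3M cells stably expressing PTB-GFP, 750–1000 cells/well, treated 16 h at 37 °C with compound (23 nl of library stock), in duplicate. After paraformaldehyde fixation and Hoechst stain, imaged at 20x; PNC prevalence scored by image analysis.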
ALOX15B inhib: inhibitors of human 15-lipoxygenase 2 (ALOX15B). O15296. purified 15hLO-2, xylenol orange hydroperoxide absorbance. Potency, µM (titrated, usually from 57.1 µM), for inactives: at the highest dose activity change, negative = inhibition, hits mostly inhibitors. actives 0.56% (n = 110,000). AID 881; further: potency means the concentration at half of the fitted maximal effect; nearly all actives have a fitted effect of over 60% in size; many of its hits are not listed in these tables
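Read-out: hydroperoxide product oxidises ferrous iron, measured as xylenol orange complex via the 573-to-405 nm absorbance ratio after 30 min. Reaction: 50 nM enzyme, 15 min compound preincubation, 45 uM arachidonic acid, 90 min RT, Hepes pH 7.5 with Triton X-100.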
Numbers without * were called inactive; ? = inconclusive; . = no result given; & = joins results of further samples; [ ] = another dose, or the depositor's remark. Unless noted, the call rests on the fitted dose curve; in most records, active means well fitted curve in the direction sought with a large enough effect; inconclusive means small, poorly fitted or top-dose-only effect, or another doubt; inactive means no such curve, though single readings can be large; an effect the other way counts as inactive or inconclusive. Unless noted, on the % scale 0 is the no-effect control and ±100 the full control effect.

Order of values – 12-hLO inh, IMPase cell inh, PNC inhibitor, ALOX15B inhib
[1] COc1ccc(N(CC(=O)O)S(C)(=O)=O)cc1OC
  3%, -1, ?, -5%
[2] O=[N+]([O-])c1ccc(Sc2nccn2Cc2ccccc2)c([N+](=O)[O-])c1
  -6%, 2, ?, -2%
[3] CC1CCC2[C@](C)(CO)C(O)CC[C@]2(C)C12CCC(CO)(CCO)O2 (stereo partly specified)
  2%, -3, ., 3%
[4] CCC/C=C(\CCC)C(NS(=O)(=O)c1ccc(C(F)(F)F)cc1)c1ccc(C(=O)OC)cc1 (stereo unspecified)
  0%, ., ., -6%
[5] Cn1cnnc1SCc1ccc(C(=O)N/N=C(\CCC(=O)O)c2ccc(C(C)(C)C)cc2)cc1
  2%, ., 24, .
[6] CCc1nnc2sc(-c3ccc(NC(=O)c4ccc5c(c4)OCCO5)cc3)nn12
  -2%, -5, 1, -15%
[7] CCCCn1nc(C(=O)O)ccc1=O
  9%, 14, 1, 0%
[8] Cc1ccccc1Nc1nc(N)nc(CSc2nc3ccccc3s2)n1
  -4%, ., -18, .
[9] O=C(O)CN1CCCC1=Nc1ccccc1
  11%, -4, -11, 1%
[10] Cc1nn(C)c(C)c1NC(=O)c1ccnn1C
  -1%, 5, -30, 10%
[11] CC(C)(C)NS(=O)(=O)c1ccc(CCC(=O)NCc2cccnc2)cc1
  -3%, -1, ?, 2%
[12] O=C(N/N=C/c1ccco1)c1ccc(N2CCCC2=O)cc1
  2%, -10, -1, .
[13] O=C(CCCc1nc(-c2ccccc2Cl)no1)NC1CCCCC1
  1%, ?, ?, 0%
[14] COC(=O)[C@@]1(Cc2ccc(F)cc2)[C@H]2c3cc(C(=O)N4CCCC4)n(CCO)c3C[C@H]2CN1C(=O)c1ccccc1
  1%&-3%, ., ?, 25%
[15] O=C(Cn1nnc(-c2cccc(C(F)(F)F)c2)n1)N1CCOCC1
  3%, ?, 20, 0%
[16] CCN(C(=O)CSc1ncn[nH]1)C1CCCCC1
  1%, -2, 4, -4%
[17] O=C(COc1ccc(/C=N/NC(=O)CSCc2ccc([N+](=O)[O-])cc2)cc1)NCc1ccco1
  -4%, ., -1, .
[18] CCCS(=O)(=O)N1CCN(C(=O)c2cccs2)CC1
  2%, 2, -26, 4%
[19] O=C(NCc1cccnc1)/C(=C\c1ccc(-c2ccc(Cl)c(Cl)c2)o1)S(=O)(=O)c1ccccc1
  3%, 14, -81*, .
[20] O=c1c2ccccc2[nH]c(=S)n1Cc1cccs1
  1%, ., -11, .

Following part
Order of values – 12-hLO inh, IMPase cell inh, PNC inhibitor, ALOX15B inhib
[21] CCc1ccc(C(=O)CN(C#N)c2nc(C)cc(C)n2)cc1
  -7%, 15, 55, 37%[activator]
[22] Cc1ccn2c(NCc3ccc4c(c3)OCO4)c(-c3ccc(O)cc3)nc2c1
  -20%, -7, 5, -3%
[23] CC(=O)c1c(OC(=O)c2ccco2)c2ccccc2n1C
  -6%, 11, 34, -24%
[24] Cc1cccc(C)c1OCC(=O)NCc1nnc(SCC(=O)NC2CCCCC2)n1C
  6%, 3, -23, 2%
[25] O=C(O)CNC(=O)CC12CC3CC(CC(C3)C1)C2
  -3%, 2, 7, -1%
[26] Cc1ccc(S(=O)(=O)NCC(=O)N2CCCCC2)cc1
  -3%, 1, 28, -1%
[27] Cc1[nH]n(-c2ccccc2)c(=O)c1C(c1cccc([N+](=O)[O-])c1)c1c(C)[nH]n(-c2ccccc2)c1=O
  -3%, ., -27, .
[28] CCCOc1cccc(C2/C(=C(/O)c3ccc(OC)cc3)C(=O)C(=O)N2CCN(C)C)c1 (stereo unspecified)
  0%, -19, 24, 2%
[29] COC(=O)C1=C(C)NC2=C(C(=O)CC(C)(C)C2)C1c1cnn(C)c1C (stereo unspecified)
  -3%, ., ?, .
[30] Cc1ccc(C)c(NC(=O)Cn2nc(C)c3ccccc3c2=O)c1
  5%, 3, ?, -8%
[31] Cc1nc(SCC(=O)c2ccc(F)cc2)n[nH]1
  ?, -11, ?, -12%
[32] COc1ccc(N=C2S/C(=C\c3cccs3)C(=O)N2CC(C)C)cc1
  -3%, 7, 38, 20%
[33] COc1ccc(S(=O)(=O)N(CC(=O)O)c2ccccc2)cc1
  -4%, 4, ?, -6%
[34] N#Cc1c(NCc2ccccc2)ccnc1NCc1cccnc1
  1%, -8[1.84 µM], -106*, 6%[11.4 µM]
[35] O=C(Cn1c(CC(=O)N2CCOCC2)nc2ccccc21)Nc1ccc2c(c1)OC(F)(F)O2
  -5%, 10, -14, 22%
[36] O=[N+]([O-])c1ccc(Cl)c(/C=N/N2CCN(Cc3ccccc3)CC2)c1
  -1%, 9, -29, 15%
[37] C=CCn1c(COc2cccc3cccnc23)nnc1SCC(=O)OC
  3%, 0, 47, -2%
[38] CCCP(=O)(CC(=O)O)c1ccccc1 (stereo unspecified)
  1%, -6, 0, 8%
[39] O=C(O)c1cc(=O)[nH]c(SCc2ccccc2)n1
  1%[11.4 µM], ., ., -6%[11.4 µM]
[40] CCOC(=O)C1=C(O)/C(=C/c2cc(OC)c(OC)c(OC)c2)SC1=Nc1ccc(OC)cc1
  -2%, -4, 71, -9%

Fetched by compound from the list above:
Order of values – 12-hLO inh, IMPase cell inh, PNC inhibitor, ALOX15B inhib
[7] CCCCn1nc(C(=O)O)ccc1=O
  9%, 14, 1, 0%
[34] N#Cc1c(NCc2ccccc2)ccnc1NCc1cccnc1
  1%, -8[1.84 µM], -106*, 6%[11.4 µM]

Additional records
Order of values – 12-hLO inh, IMPase cell inh, PNC inhibitor, ALOX15B inhib
[41] Cc1ccc2cc(C#N)c(SCC(=O)N3CCCc4ccccc43)nc2c1C
  4%, ?, 7, .
[42] Cc1ccc(NC(=O)N(Cc2ccco2)Cc2cc3cc(C)cc(C)c3nc2Cl)cc1
  2%, 5, 19, 3%
[43] O=C(Nc1cnn(Cc2ccc(F)cc2)c1)c1cc2nc(-c3ccco3)cc(C(F)(F)F)n2n1
  -3%, 10, 0, -6%
[44] CC(C)C(=O)Nc1c2c(nc3ccccc13)N(C)CC2
  -3%, 1, -10, 6%
[45] COc1ccc(-c2nc3cnc(Nc4ccccc4)nc3n(CCC#N)c2=O)cc1
  0%, ., ., 8%
[46] Cc1ccccc1S(=O)(=O)Cc1ccc(C(=O)N2CCN(c3ncccn3)CC2)o1
  2%, 17, -1, 10%
[47] Cc1ccc(-c2nnc(N3CCN(C(=O)CN4CCOCC4)CC3)c3ccccc23)cc1
  -2%, 5, ?, 7%
[48] Cc1ccc(S(=O)(=O)N2CCN(C(=O)CN3CCOCC3)C2)cc1
  3%, -7, ?, -4%
[49] COc1cccc(N(CC(=O)N2CCN(C)CC2)S(=O)(=O)c2ccccc2)c1
  -3%, 11, 33, 5%
[50] CCn1c(SCC(=O)N2CCCc3ccccc32)nnc1-c1ccoc1C
  2%, 4, -100*, .
[51] O=C(O)CCNS(=O)(=O)c1ccccc1
  3%, -4, -10, 4%
[52] CCCC/C=C/C(NC(=O)c1ccco1)c1ccccc1 (stereo unspecified)
  -2%, ., ., 1%
[53] O=C(C1CC1)N1CCc2cc(Br)cc(S(=O)(=O)NCc3ccco3)c21
  1%, 8, -4, 0%
[54] O=S1(=O)C=CC(Nc2ccccc2)C1 (stereo unspecified)
  3%, 2, 26, -4%
[55] CCOC(=O)CSc1n[nH]c(-c2cccnc2)n1
  -4%, 0, 3, -4%
[56] CCOCCCNC(=O)c1cc2sc(Cl)cc2n1CC
  -8%, 11, 23, -3%
[57] CCNC(=O)CSc1nc2ccccc2c(=O)n1-c1cc(OC)ccc1OC
  -3%, 5, 9, 9%
[58] CC1CCCN(C(=O)CNC(=O)Cn2ccc3ccccc3c2=O)C1 (stereo unspecified)
  5%, 2, ?, 3%
[59] O=C(CCc1nc2ccccc2c(=O)[nH]1)OCc1ccc(Cl)cc1Cl
  0%, ., 52, .
[60] O=C(NCCOCCOCCNC(=O)c1cccnc1)c1cccnc1
  -9%, 7, -30, 10%

Continuation.
Order of values – 12-hLO inh, IMPase cell inh, PNC inhibitor, ALOX15B inhib
[61] O=C1OCCN1C(=O)[C@H]1[C@H](c2ccccc2)C(c2ccccc2)=NN1c1ccccc1
  -5%[0.00818 µM], ., ., -23%[0.0915 µM]
[62] CC1=C(C(=O)Nc2ccccc2)C(c2cccs2)C(C#N)=C(SCC#N)N1 (stereo unspecified)
  3%, -7, -107*, -12%
[63] CC(Sc1nnc(-c2cccs2)n1-c1ccccc1)C(=O)NCc1ccco1 (stereo unspecified)
  4%, -1, -18, -5%
[64] COc1ccc2c(c1)C(=O)N(c1ccc(C)cc1)C(=O)C2
  -6%, -4, ?, -18%
[65] O=C(c1cc2nc(-c3ccco3)cc(C(F)(F)F)n2n1)N1CCN(c2ccccn2)CC1
  -3%, 9, -16, 0%[2.29 µM]
[66] O=C(CCn1c(=O)sc2ccccc21)Nc1ccon1
  -2%, -7, -11, .
[67] OCCNCCCCOc1ccccc1F
  7%, -5, ?, 7%
[68] O=C(COc1ccccc1[N+](=O)[O-])N/N=C/c1cccs1
  -2%, ., -96*, .
[69] FC(F)(F)c1nnc2sc(-c3ccco3)nn12
  11%, 1[1.84 µM], -14, -13%[11.4 µM]
[70] COc1ccccc1CNC(=O)N[C@@H](Cc1ccccc1)C(=O)O
  2%, 5, 34, 4%
[71] O=C(CCn1c(=O)oc2ccccc21)Nc1nc2ccccc2s1
  0%, 11, -23, -6%
[72] CC(C)OC(=O)COc1ccc(-c2ccccc2)cc1
  -5%, 0, 12, 11%
[73] CCC(c1nnnn1Cc1ccc(OC)cc1)N(CCCO)Cc1cc2cc3c(cc2[nH]c1=O)OCO3 (stereo unspecified)
  -3%, 0, 24, -5%
[74] O=C(CCNC(=O)Cn1ccc2ccccc2c1=O)NCCCN1CCN(c2ccc(F)cc2)CC1
  4%, 2, ?, 28%
[75] COc1ccccc1N1CCN(c2nc3c(C)cccn3c(=O)c2C=O)CC1
  3%, 1, 19, -19%
[76] Fc1ccc(Nc2nc(Oc3ccc4c(c3)OCO4)nc(N3CCOCC3)n2)c(F)c1
  2%, 5, -95*, 14%
[77] CN(c1ccc(C(=O)NCC2CCCO2)cc1)S(=O)(=O)c1ccccc1 (stereo unspecified)
  -3%, -1, 41, .
[78] CCOCCCNC(=O)c1c[nH]c2ccc(C)cc2c1=O
  -1%, 4, ?, .
[79] O=C(CSc1nnc(Cc2ccccc2)n1-c1ccc(F)cc1)N1CCOCC1
  5%, 11, 15, 7%
[80] CCOc1ccc(NC(=O)CC2C(=O)N(C)C(=S)N2Cc2ccco2)cc1 (stereo unspecified)
  -6%, -1, -24, .

Remaining list, next part:
Order of values – 12-hLO inh, IMPase cell inh, PNC inhibitor, ALOX15B inhib
[81] COc1ccc(/C=N/NC(=O)Cn2c(Cc3ccc(OC)c(OC)c3)nc3ccccc32)cc1
  -2%, ., 22, .
[82] O=C(CSCc1ccc(F)cc1)Nc1ccccc1C(=O)N1CCOCC1
  0%, -8, ?, .
[83] O=C(NCC(=O)N1CCCC1)c1cccs1
  -3%, -1, ?, 3%
[84] O=C1C(=O)c2ccccc2C(O)=C1C(C1=C(O)c2ccccc2C(=O)C1=O)c1ccc(Cl)cc1
  -6%[11.4 µM], ., ., -7%[11.4 µM]
[85] CCOC(=O)c1cc(-c2ccc(C)cc2)n(CCC(=O)NC(C)CC)c1C (stereo unspecified)
  4%, 1, 30, 5%
[86] COc1cc(-c2[nH]nc3c2C(c2ccoc2)C(C#N)=C(N)O3)cc(OC)c1OC (stereo unspecified)
  -4%, ., -27, .
[87] O=C(Cc1coc(-c2ccc(F)cc2)n1)NCc1ccccc1
  1%, -11, 20, 9%
[88] CCc1nn(CC(=O)NCCN2CCN(C)CC2)c(=O)c2cc3occc3n12
  -1%, 0, 40, 6%
[89] COc1ccc2c(=O)c(-c3ccc4c(c3)OCO4)coc2c1
  -2%, ., 13, .
